N-glyco inh = blocks N-linked glycosylation in D54 reporter cells. D54 ERlucT glycosylation luciferase reporter, 24 h; percent of 100 nM tunicamycin response. reporter increase, % at 12.5 µM. 0.23% of 360,000 active. AID 588692;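 active means mean luciferase reporter signal, scaled so untreated is 0 and the glycosylation-blocking control 100, at or above a set limit in every replicate; inconclusive means mean reaches the limit but not every replicate does; inactive means mean below the limit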;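 further: luciferase carries N-glycosylation sites so blocking glycosylation raises the light; 0% = median of neutral control wells and 100% = median of 100 nM tunicamycin wells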
Exocytosis inh = blocks lytic granule exocytosis; TALL-104 LAMP-1 surface exposure, flow cytometry; cells stimulated with thapsigargin and PMA; inhibition, % at 10 µM; 0.66% of 360,000 active;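 active means inhibition above about 55%, limit read from the data; inconclusive means no clear call, values can overlap the other calls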
TLR9-MyD88 inh = inhibitors of human TLR9-MyD88 binding | 0.21% of 340,000 active | CHO BLA complementation TLR9-MyD88, CCF4 FRET ratio | inhibition, % at 4.98 µM;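 active means inhibition above the mean over all tested compounds plus 3 SD, cut at about 21% in these data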;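 further: 0% = DMSO only wells and 100% = clavulanate BLA inhibitor control wells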
NOD2-RIPK2 inh = blocks binding of human NOD2 to RIPK2 | AID 624267 | O43353 | inhibition, % at 4.98 µM | CHO BLA complementation NOD2-RIPK2, CCF4 ratio | 0.38% of 360,000 active; in the data active means inhibition above about 21%;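 further: 0% = vehicle only and 100% = reference blocker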
Target sequence (O43353 whole entry, looked up): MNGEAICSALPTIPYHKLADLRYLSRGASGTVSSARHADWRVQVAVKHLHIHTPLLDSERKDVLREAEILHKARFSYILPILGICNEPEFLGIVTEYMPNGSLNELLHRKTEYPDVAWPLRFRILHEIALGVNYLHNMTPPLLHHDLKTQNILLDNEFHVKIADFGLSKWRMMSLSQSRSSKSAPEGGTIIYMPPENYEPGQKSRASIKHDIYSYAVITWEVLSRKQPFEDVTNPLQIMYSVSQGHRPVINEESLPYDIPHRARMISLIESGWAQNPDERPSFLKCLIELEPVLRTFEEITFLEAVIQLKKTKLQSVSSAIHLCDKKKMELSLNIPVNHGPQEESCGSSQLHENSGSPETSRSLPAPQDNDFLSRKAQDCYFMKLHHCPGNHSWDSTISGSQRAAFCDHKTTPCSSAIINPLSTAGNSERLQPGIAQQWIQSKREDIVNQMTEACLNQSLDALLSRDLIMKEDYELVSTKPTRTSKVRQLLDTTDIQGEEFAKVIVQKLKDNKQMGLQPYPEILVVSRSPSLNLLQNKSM
MC4R antagonist = blocks human MC4R cAMP signaling. MC4R-expressing cells, MTII-stimulated cAMP, LANCE TR-FRET. inhibition, % at 6.5 µM. 0.48% of 360,000 active;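 active means inhibition above its plate's cutoff, the mean of tested wells on that plate plus 3 SD, cut at about 29% in these data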;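 further: 0% = Melanotan II alone and 100% = Melanotan II plus saturating MCL0020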
Target sequence (P32245 whole entry, looked up): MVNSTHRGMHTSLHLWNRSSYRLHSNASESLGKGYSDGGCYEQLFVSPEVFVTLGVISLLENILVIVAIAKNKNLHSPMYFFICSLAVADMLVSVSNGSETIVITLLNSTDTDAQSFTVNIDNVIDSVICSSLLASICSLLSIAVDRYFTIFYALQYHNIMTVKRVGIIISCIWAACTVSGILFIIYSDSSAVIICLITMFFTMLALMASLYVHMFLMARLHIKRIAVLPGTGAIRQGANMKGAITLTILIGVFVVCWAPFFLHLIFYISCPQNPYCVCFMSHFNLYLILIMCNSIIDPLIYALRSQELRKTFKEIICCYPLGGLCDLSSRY
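material = U2OS cells stably expressing human melanocortin 4 receptor (MC4R) | also added = Melanotan II challenge | dosing = single nominal compound dose of 6.5 µM | detection = TR-FRET with Eu-cAMP and labeled anti-cAMP, 671 nm | replication = singlicate | timing = compound 30 min, challenge 1 h, detection 1 h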
Vif imaging = HIV Vif inhibition; HEK293T cells, Vif self-association by quenched fluorescence, imaging, 24 h; inhibition, % at 7.49 µM; 0.35% of 340,000 active; AID 602346; in the data active means inhibition above about 50%, passing the limit was not always enough; inconclusive means no clear call, values can overlap the other calls; inactive means below about 31%; further: some results filed as inactive read as strong as hits
aDG glyco act = increases alpha dystroglycan glycosylation; 0.22% of 360,000 active; Pro5-aDG cells, alpha-DG glycosylation AlphaScreen (IIH6); 0% Pro5, 100% B10-LARGE cell signal; activation, % at 10 µM;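 active means activation of at least 8% versus controls, or a plate z-score of at least 8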;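 further: Pro5 are CHO cells carrying HIG-tagged alpha-DG that lacks glycosylation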
MC4R ag barr = activates human MC4R beta-arrestin recruitment; P32245; U2OS MC4R beta-arrestin complementation, luminescence; percent of melanotan II response, DMSO zero; activation, % at 8.9 µM; 0.98% of 360,000 active;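 active means activation above a per-plate cutoff, the mean activation of sample wells on that plate plus 3 SD, cut at about 8% in these data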
ABHD5-PLIN5 inh = ABHD5-PLIN5 protein interaction inhibition | Split G. princeps luciferase complementation, luminescence, 4 h | inhibition, % at 4 µM | 0.78% of 360,000 active;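 active means inhibition above the mean inhibition across every tested compound plus 3 SD, cut at about 22% in these data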;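 further: 0% = DMSO only wells and the 100% control is not disclosed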
ABCB6 inh MLPCN = human ABCB6 transporter inhibition | fluorescence ratio to DMSO, % at 10 µM | K562-ABCB6 porphyrin accumulation, flow cytometry, 1 h; stronger effect = lower value | Q9NP58 | 0.19% of 360,000 active | AID 602162;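 active means fluorescence ratio to DMSO below 75%, the collection mean minus 3 SD; inconclusive means too few cells collected in the well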;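 further: signal is porphyrin accumulated inside mitochondria; 100% equals median channel fluorescence of DMSO control wells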
* marks the source's active call; other numbers are inactive results; u = inconclusive; x = no result given.

N-glyco inh | Exocytosis inh | TLR9-MyD88 inh | NOD2-RIPK2 inh | MC4R antagonist | Vif imaging | aDG glyco act | MC4R ag barr | ABHD5-PLIN5 inh | ABCB6 inh MLPCN | molecule
-3 | -2 | 1 | 1 | 12 | 1 | -0.5 | -0.9 | -7 | 92 | NNC(=O)CNC(c1ccccc1)c1cc(Br)ccc1NC(=O)c1cccc(Cl)c1 (configuration not stated)
x | 1 | 14 | 2 | -5 | x | -0.3 | -0.2 | 6 | 87 | COc1cccc(-c2nn3c(-c4cc(C)[nH]n4)nnc3s2)c1
0 | -1 | -4 | -14 | 8 | -5 | -0.6 | -0.6 | 2 | 101 | CCN1C(C(=O)c2ccccc2)=C(Nc2ccccc2C)c2ccccc2S1(=O)=O
-1 | 2 | -10 | 2 | 3 | -2 | 0.0 | -1.5 | -11 | 97 | CCOc1ccc(S(=O)(=O)Nc2cccc(C(=O)NCCCN3CCCC3=O)c2)cc1
-12 | 5 | x | -4 | -3 | 5 | 1.6 | -0.6 | 9 | 104 | CN(C)CCNC(=O)c1cccc(-c2cnc3c(NC=O)cc(-c4cccc(F)c4)cn23)c1
1 | -3 | 4 | -12 | -3 | 5 | 1.6 | -1.2 | -1 | 100 | COc1ccccc1-n1nc(C)c(-c2ccccc2)c1N
-2 | 0 | 6 | -10 | 11 | 9 | -0.1 | -1.3 | 4 | 93 | O=C1c2oc3ccc(Cl)cc3c(=O)c2C(c2cccc(Br)c2)N1CCO (configuration not stated)
-7 | -1 | 2 | -7 | 5 | -6 | 0.0 | 1.1 | 4 | 92 | COc1cc(OC)c2c(c1)OC(c1ccc(OC)c(OC)c1)C(O)C2=O (configuration not stated)
1 | 0 | -4 | -5 | 9 | 5 | -0.1 | -2.9 | -3 | 97 | O=C1CCC(C(=O)N2CCc3ccccc3C2)CN1CCCN1CCOCC1 (configuration not stated)
1 | -1 | 3 | -6 | 12 | 0 | 0.6 | -1.5 | 2 | 101 | Fc1ccccc1N1CCN(Cc2cccnc2)CC1
4 | -5 | -4 | 2 | -14 | -8 | -0.1 | 1.2 | 5 | 102 | CCOC(=O)c1c(C(=O)OCC)c(C)n(Cc2cc(OC)c(OC)c(OC)c2)c1C
-1 | -1 | -13 | -1 | 13 | -4 | 0.2 | -2.2 | -2 | 98 | CC(=O)c1ccc(OCc2cc(C(=O)N3CCN(C4CCCC4)C(=O)C3)no2)cc1
1 | -2 | -11 | 2 | 4 | -24 | 0.1 | 0.5 | -2 | 95 | CC(C)(C)n1ncc2c(=O)n(CC(=O)NCCc3ccccc3)cnc21
-6 | 1 | -3 | -5 | 2 | -8 | 0.9 | -1.5 | -2 | 83 | COc1ccccc1N1CCN(C(=O)c2ccc(Cl)c(S(=O)(=O)N3CCCC3)c2)CC1
-2 | -5 | x | -5 | -2 | 7 | 0.2 | 1.8 | 4 | 103 | CC(=O)c1cnn(-c2ccc(Cl)c(Cl)c2Cl)c1C
0 | 2 | -9 | -1 | 13 | -1 | 0.0 | 0.5 | -2 | 104 | Cc1ccc(C)c(NC(=O)CCN2CCCC(C)C2)c1 (configuration not stated)
-4 | -1 | -3 | -2 | 1 | 2 | -0.2 | 5.9 | 5 | 101 | C(=N\Nc1nc(Nc2ccccc2)nc(Nc2ccccc2)n1)/c1ccncc1
-5 | 4 | 5 | 6 | 23 | 0 | 0.0 | 0.1 | -4 | 96 | Cc1ccc2cccc(Oc3ncnc4scc(-c5ccccc5)c34)c2n1
12 | -1 | -9 | -6 | 1 | 9 | -0.3 | -1.1 | 6 | 97 | COc1ccc(N(C)S(=O)(=O)c2cccc3cccnc23)c(OC)c1
-4 | 1 | 5 | -3 | -5 | -12 | 0.0 | 2.0 | -4 | 97 | CN(C)C(=O)/C(=C\c1cccc(Oc2ccccc2)c1)NC(=O)c1ccccc1
0 | 14 | -3 | -12 | 5 | -37 | 0.0 | -0.9 | 4 | 101 | COc1cccc(NC(=O)c2cccc(N3C(=O)C4CCC(C)CC4C3=O)c2)c1 (configuration not stated)
-1 | 0 | -1 | -1 | -14 | 6 | 0.5 | -2.7 | -5 | 102 | Cc1ccc(Cn2c(O)c(N=NC(=S)Nc3ccccc3F)c3ccccc32)cc1
-1 | 21 | 0 | -6 | -1 | 8 | -0.2 | -0.3 | 11 | 95 | CCc1[nH]c(=S)c(C#N)c2c1CCCC2
-1 | -4 | 0 | -1 | -1 | 8 | -0.2 | -1.5 | 9 | 97 | COC(=O)c1c(NC(=O)C(Cl)Cl)sc2c1C(C(=O)OC)CC2 (configuration not stated)
x | -12 | x | -1 | x | x | 0.2 | x | -4 | x | CCCCNC(=O)C(NC(=O)c1ccccc1)C(=O)c1ccccc1 (configuration not stated)
2 | -1 | -14 | 0 | -26 | 3 | 0.1 | -0.6 | -1 | 99 | Fc1ccc(CNc2nc3ccccc3n3cnnc23)cc1
1 | 1 | -20 | -15 | 0 | -2 | -0.1 | -1.9 | 1 | 92 | O=C(COC(=O)c1ccccc1F)NCc1ccc2c(c1)OCO2
2 | 6 | 2 | 0 | 11 | 16 | 0.0 | -0.6 | -3 | 96 | Cn1cc(C(=O)O)c(-c2ccc3c(c2)OCCCO3)n1
0 | 3 | -10 | 0 | 6 | 4 | -0.3 | -0.5 | 0 | 100 | CN1CCN(C(=O)c2ccc(N3CCCC3=O)cc2)CC1
3 | -1 | 5 | 3 | 10 | 60* | -0.2 | -0.9 | -3 | 105 | O=C(CSc1ncccn1)NC(=O)Nc1ccc2c(c1)OCCO2
5 | -6 | 2 | 3 | 0 | 0 | 0.0 | -0.1 | 4 | 99 | CC(C)(C)OC(=O)N1CCC(NC(=O)c2nc[nH]c2C(=O)NC2CCN(C(=O)OC(C)(C)C)CC2)CC1
0 | -1 | -7 | -15 | -7 | -5 | 0.0 | -3.1 | 0 | 107 | CCc1cc(=O)[nH]c(SCCC(F)=C(F)F)n1
0 | -2 | -1 | -2 | 9 | -4 | 0.1 | -0.6 | 0 | 93 | COc1ccc(C(=O)N/N=C/c2ccccn2)cc1OC
6 | -3 | x | -2 | 14 | -6 | 0.2 | 0.8 | 1 | 104 | Cc1cccc(CC(=O)c2c[nH]c3ccccc23)c1
1 | 1 | 7 | -7 | 6 | -8 | -0.2 | -1.3 | 2 | 97 | CCn1nnnc1SCC(=O)Nc1cccc(NC(C)=O)c1
1 | -4 | -3 | -5 | 16 | 11 | 0.0 | 0.6 | 3 | 95 | COCc1cc(=O)[nH]c(-c2csc(C)n2)n1
-2 | 1 | -6 | 4 | 0 | -7 | 0.1 | -0.5 | 3 | 102 | Nc1ccc2c(c1)Cc1c(F)cccc1-2
-1 | -5 | 14 | -4 | -2 | 9 | -0.1 | 1.0 | 6 | 100 | CCOC(=O)c1c(NC(=O)CSc2nc3c(c(=O)n(C)c(=O)n3C)n2C(C)C)sc(C)c1C
-5 | 3 | 0 | 7 | 8 | 0 | 0.5 | -0.6 | 4 | 99 | Fc1ccc(C2C3=C(Nc4ncnn42)c2ccccc2OC3c2ccncc2)cc1 (configuration not stated)
0 | -1 | -1 | 5 | -4 | 23 | -0.3 | 2.8 | 2 | 107 | O=C1C=C(NCCNc2c(F)c(F)c(CO)c(F)c2F)CCC1

2 compounds picked at random from the list so far:
N-glyco inh | Exocytosis inh | TLR9-MyD88 inh | NOD2-RIPK2 inh | MC4R antagonist | Vif imaging | aDG glyco act | MC4R ag barr | ABHD5-PLIN5 inh | ABCB6 inh MLPCN | molecule
-1 | 21 | 0 | -6 | -1 | 8 | -0.2 | -0.3 | 11 | 95 | CCc1[nH]c(=S)c(C#N)c2c1CCCC2
-1 | 0 | -1 | -1 | -14 | 6 | 0.5 | -2.7 | -5 | 102 | Cc1ccc(Cn2c(O)c(N=NC(=S)Nc3ccccc3F)c3ccccc32)cc1

More structures.
N-glyco inh | Exocytosis inh | TLR9-MyD88 inh | NOD2-RIPK2 inh | MC4R antagonist | Vif imaging | aDG glyco act | MC4R ag barr | ABHD5-PLIN5 inh | ABCB6 inh MLPCN | molecule
-5 | -6 | 2 | 8 | 3 | -1 | 0.4 | -4.0 | -7 | 98 | O=C1CC2(CCN(C(=O)c3ccccc3Br)CC2)Oc2ccccc21
-16 | 15 | 3 | -10 | 0 | -1 | 0.0 | -2.0 | -3 | 96 | Cc1cc(C(=O)COC(=O)c2ccc(O)cc2)c(C)n1-c1ccccc1F
-3 | -6 | 12 | -8 | 3 | 12 | 0.1 | -1.5 | -6 | 100 | O=[N+]([O-])c1ccc(Cn2cc(-c3cccc(C(F)(F)F)c3)nn2)cc1
-1 | 1 | -3 | 0 | 17 | -2 | -0.1 | -1.3 | 1 | 104 | Cc1noc(C)c1CN(C(=S)NC(C)C)c1ccccc1
1 | -2 | -6 | 1 | 2 | 2 | 2.0 | -3.8 | -4 | 86 | C=CCN1C(=O)N(c2ccc(Cl)cc2)C(=O)C1CC(=O)Nc1ccc(F)cc1 (configuration not stated)
1 | 1 | 3 | -7 | -1 | -1 | -0.2 | 0.8 | -2 | 102 | CCOc1cc(C(=O)OC(C)C(=O)Nc2ncc(Cl)cc2Cl)ccc1OCC(=O)N1CCOCC1 (configuration not stated)
3 | -4 | -2 | 3 | 5 | -14 | -0.1 | 0.1 | -2 | 101 | Cc1cccc(CS(=O)(=O)c2ncc(CO)n2C)c1
4 | 0 | -8 | 4 | 12 | x | -0.1 | -2.1 | -1 | 101 | Cn1cc(/C=C(\NC(=O)c2ccccc2)C(=O)NCCCn2ccnc2)c2ccccc21
21 | -1 | 2 | 1 | 3 | 6 | 0.0 | -0.4 | -9 | 96 | CC(NC(=O)c1ccc([N+](=O)[O-])o1)C12CC3CC(CC(C3)C1)C2 (configuration not stated)
5 | 4 | 5 | 2 | -3 | -9 | 0.5 | -1.5 | -2 | 100 | CCCC(=O)Nc1nn(CCC)c2nc3ccccc3cc12
1 | -4 | 3 | -3 | 3 | u | -0.1 | -1.3 | 6 | 100 | c1ccc2c(c1)oc1c(NCCCN3CCOCC3)ncnc12
-1 | -1 | 3 | -8 | -3 | -9 | -0.4 | -2.5 | 2 | 118 | O=C(Nc1ccc(N2CCCC2)cc1)c1cccc(F)c1
-1 | 5 | -4 | -10 | -3 | -10 | 0.1 | 0.2 | 4 | 94 | Cc1cc(C)c(S(=O)(=O)Cc2ccccc2)c(OC(C)C)n1
-2 | -10 | -1 | -3 | 1 | -7 | 0.0 | -2.5 | 0 | 97 | O=C(NCCCNC(=O)c1ccc(Cl)cc1Cl)c1cnccn1
0 | -2 | -4 | -4 | -9 | 2 | 0.6 | -2.6 | -6 | 95 | O=C(Nc1nnc(SCc2ccc(F)cc2)s1)C1=COCCO1
1 | 11 | 2 | -4 | -3 | 1 | 0.0 | 0.0 | 0 | 91 | Cc1ccc(-c2csc(N=C(N)N)n2)cc1
0 | 1 | 5 | -4 | 18 | 9 | -0.4 | -1.7 | 2 | 101 | OCC1CCCN(C2CCN(Cc3nc(Cc4cccc(C(F)(F)F)c4)no3)CC2)C1 (configuration not stated)
3 | -1 | 0 | 1 | -8 | 7 | -0.1 | -1.4 | 0 | 95 | Cc1cccc(C)c1NC(=O)CN
1 | 1 | -2 | 9 | -8 | -12 | -0.5 | -1.2 | 6 | 97 | CN(C)c1cc2c(c(N(C)C)c1)C(=O)c1ccccc1C2=O
1 | 4 | -4 | 13 | -3 | 0 | -0.1 | -0.8 | -8 | 101 | CCOC(=O)N1CCN(C(=O)c2cc3cc(F)ccc3[nH]2)CC1

Only part of the results is shown; the hit share may differ from the screen's.
